# GPR55 activation: selective activators of receptor GPR55 – imaging, U2OS cells, beta-arrestin-GFP redistribution, primary screen (AID 1961) | 290,000 compounds, 0.048% hits | activation, % at 10 µM; hits with a dose series show EC50 in µM | U2OS GPR55 beta-arrestin-GFP redistribution imaging; higher % means a stronger effect;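 active = activation above 40% with more than 50 cells counted in the well; inconclusive = wells holding fewer than 50 cells, flagged as toxic or sparse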;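 also: U2OS osteosarcoma cells stably expressing GPR55 and beta-arrestin-GFP; plate controls were DMSO negative control for no effect and LPI positive control for full effect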
# AID2073: inhibitors of Mint1-CaV2.2 protein interaction, biochemical, HTRF (AID 2073); HTRF protein-protein interaction, Mint1-CaV2.2; higher % means a stronger effect; one-dose inhibition, % at 20 µM; IC50 in µM for titrated hits; 290,000 compounds, 0.19% hits; in the data active = inhibition mostly above about 51%, no sharp cut-off; inconclusive = no clear call, values can overlap the other calls; inactive = mostly below about 53%; also: some results filed as inactive read as strong as hits
# HEK293 NOD2/NF-kB: NOD2 signaling inhibitors, cell-based, luminescence, uHTS, HEK293 (AID 1566); HEK293 NOD2/NF-kB luciferase reporter, luminescence; higher % means a stronger effect; inhibition, % at 4 µM; hits with a dose series show EC50 in µM; 290,000 compounds, 0.63% hits; also: many of its hits are not listed in these tables
# KOR beta-arrestin-1: KOR antagonists, beta-arrestin recruitment, cell-based, luminescence, uHTS (AID 1778); KOR beta-arrestin recruitment, luminescence, antagonist mode; higher % means a stronger effect; inhibition, % at 10 µM, or IC50 in µM where a hit was titrated; 290,000 compounds, 0.091% hits; also: strong numbers were not always called active
# NOD1 NF-kB reporter: NOD1 signaling inhibitors, primary screen, cell-based, luminescence, uHTS (AID 1578); 290,000 compounds, 1% hits; NOD1-driven NF-kB luciferase reporter cells, luminescence; higher % means a stronger effect; one-dose inhibition, % at 4 µM; EC50 in µM for titrated hits; in the data active = inhibition mostly above about 36%, no sharp cut-off; inactive = mostly below about 34%;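 also: HEK-293T reporter cells stimulated with the NOD1 agonist gamma-tri-DAP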
# Dynein cargo inh: blocks dynein driven cargo transport along microtubules; 3617.4 mouse cells, GR-EGFP nuclear translocation imaging; test concentration mostly 20 µM; stimulated with dexamethasone, 1 µM; active compounds read low; z-score, hits read low; 220,000 compounds, 0.47% hits; AID 1381;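 active = plate z-score of nuclear minus cytoplasmic receptor signal below a set negative limit, without overly bright fluorescence or cell loss, cut at about -3.5 in these data, passing the limit was not always enough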;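 also: z-score of nuclear minus cytoplasmic ring GR-EGFP intensity difference per well; some compounds called inactive have numbers as strong as hits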
#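 Medium: Induction medium lacking tetracycline, stripped serum | Probe or stimulus: 1.0 µM final dexamethasone stimulus | Schedule: 48 h induction, then 1 h compound, then 30 min agonist, 37 °C | Signal: Automated 10x imaging of fixed Hoechst-stained cells | Evaluation: Per-cell GR-EGFP intensity, nucleus versus surrounding cytoplasmic ring, well-averaged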
# KOR beta-arrestin-2: kappa opioid receptor activators – cell-based, luminescence, uHTS, primary screen (AID 1777) | KOR beta-arrestin recruitment, luminescence; higher % means a stronger effect | activation, % at 10 µM; hits with a dose series show EC50 in µM | 280,000 compounds, 0.02% hits; in the data active = activation above about 50%, passing the limit was not always enough; also: a part of the inactive calls stands beside numbers as strong as those of hits
# P. falciparum M1AAP: P. falciparum M1AAP inhibitors, biochemical, fluorogenic H-Leu-NHMec substrate, 1536-well (AID 1445) | recombinant M1AAP, H-Leu-NHMec fluorogenic kinetic assay; higher % means a stronger effect | one-dose inhibition, % at 30 µM; IC50 in µM for titrated hits | 220,000 compounds, 0.42% hits;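 active = primary inhibition above the hit cutoff, then over 50% inhibition at one or more dose response concentrations, cut at about 23% in these data, passing the limit was not always enough; inconclusive = conflicting primary data, or primary hits not chosen for dose response; inactive = low primary inhibition, or under 50% at every dose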;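 also: plate controls were DMSO full reaction for no effect and no enzyme background for full effect; strong numbers were not always called active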
# M17LAP inhibition: P. falciparum M17LAP inhibitors, primary screen, biochemical, fluorogenic H-Leu-NHMec substrate, 1536-well (AID 1619); inhibition, % at 30 µM, or IC50 in µM where a hit was titrated; 220,000 compounds, 0.38% hits; recombinant M17LAP, H-Leu-NHMec fluorogenic kinetic assay; higher % means a stronger effect;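 active = compound inhibiting the enzyme by more than half at any dose during confirmatory dose-response retesting; inconclusive = strong single-dose inhibitors picked by rank but not retested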;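 also: plate controls were full reaction with DMSO carrier for no effect and no enzyme background for full effect; strong numbers were not always called active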
# Dynein cargo inh cytoplasmic EGFP: second read-out of Dynein cargo inh, no call of its own (marks repeat the call); z-score; measured here: cytoplasmic GR-EGFP intensity; active compounds read high
# Dynein cargo inh nuclear GR-EGFP: further read-out of Dynein cargo inh, marked with its call; z-score; measured here: nuclear GR-EGFP intensity;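 lower value marks the stronger effect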
# Dynein cargo inh cell count: further read-out of Dynein cargo inh, marked with its call; z-score; measured here: cell count per field
# Numbers without * were called inactive; u = inconclusive; x = no result given; [ ] = another dose, or the depositor's remark. Rule as the data show it, unless noted: active = inhibition above about 50%; inactive = the rest. An excerpt; the hit share may differ from the screen's.
SMILES,GPR55 activation,AID2073,HEK293 NOD2/NF-kB,KOR beta-arrestin-1,NOD1 NF-kB reporter,Dynein cargo inh,Dynein cargo inh cytoplasmic EGFP,Dynein cargo inh nuclear GR-EGFP,Dynein cargo inh cell count,KOR beta-arrestin-2,P. falciparum M1AAP,M17LAP inhibition
CC(C)c1ccccc1NC(=S)NCc1ccncc1,-0.2%,3%,10%,-14%,-12%,0.13,-0.2,0.31,-0.15,-3.0%,5%,-3%
O=c1cc(CO)oc(C(Nc2ccccn2)c2ccc(F)cc2)c1O (centres undefined),0.1%,35%,19%,-114%,-14%,0.16,-0.17,0.34,-0.48,-3.0%,7%,20%
CCOc1ccc(NC(=S)NCc2nc3ccccc3[nH]2)cc1,-0.4%,-32%,-10%,13%,-28%,-0.53,-0.27,-0.22,0.64,2.0%,6%,-6%
O=C(Nc1ccc(S(=O)(=O)C(F)F)cc1)c1cccc(S(=O)(=O)N2CCOCC2)c1,0.2%,4%,17%,13%,x,0.51,-0.16,-0.43,-0.27,-2.9%,3%,0%
Fc1cccc(-c2csc(-c3ccno3)n2)c1,0.1%,-32%,16%,-1%,-13%,-0.67,-0.3,-0.53,0.6,5.1%,2%,-1%
CC(CC(=O)Nc1nncs1)c1ccccc1 (centres undefined),0.4%,-2%,20%,17%,0%,0.73,-0.24,0.71,-0.71,-4.1%,8%,5%
COc1ccc(-n2c(Cc3cccs3)nnc2SCC(=O)Nc2ccc3c(c2)OCCO3)cc1,-0.2%,-11%,20%,7%,-6%,0.94,-0.33,0.82,-0.16,3.4%,-1%,9%
Cc1cc(C(=O)CN(Cc2ccc(F)cc2)S(=O)(=O)c2ccc3c(c2)OCCO3)c(C)n1C,0.7%,15%,3%,-6%,6%,-0.59,-0.22,-0.39,0.71,-3.4%,-7%,-3%
COc1ccc(NC(=O)CN2CCN(CC(=O)Nc3ccccc3OC)CC2)c(OC)c1,-0.1%,4%,20%,-2%,-8%,x,x,x,x,-3.5%,x,x
NC(=O)c1ccc(NC(=O)COC(=O)c2cc(S(=O)(=O)N3CCOCC3)ccc2N2CCCCC2)cc1,-0.2%,21%,14%,9%,-4%,-0.17,-0.23,-0.12,0.27,1.9%,0%,9%
COc1ccc(NC(=O)Nc2c(C)n(C)n(-c3ccccc3)c2=O)cc1OC,-0.1%,4%,7%,8%,-9%,x,x,x,x,0.8%,x,x
Cc1ccsc1/C=N/NC(=O)C1C(=O)NCC1c1ccccc1 (centres undefined),-0.2%,16%,15%,0%,7%,-0.21,-0.26,-0.12,-0.22,2.0%,10%,6%
Cc1cccc(NC(=O)C2C(c3ccccc3)C2(Cl)Cl)c1C (centres undefined),0.5%,0%,-5%,-2%,11%,0.67,-0.15,0.0071,-0.44,-3.5%,6%,-4%
OC(CN1CCOCC1)Cn1cnc2ccccc21 (centres undefined),-0.3%,-1%,15%,4%,-19%,x,x,x,x,3.5%,x,x
Cc1cccc(C(=O)N2CCC(N3CCC(C(=O)N4CCOCC4)CC3)CC2)c1,-0.1%,10%,2%,22%,-26%,x,x,x,x,-2.0%,x,x
O=C(CSc1nnc(CNC(=O)c2ccco2)o1)Nc1ccc(F)cc1,0.0%,29%,5%,1%,-24%,x,x,x,x,-0.1%,x,x
COc1ccccc1C(=O)Oc1ccc(C(C)(C)C)cc1,0.2%,-6%,20%,-12%,-8%,-0.45,-0.29,-0.27,0.88,5.2%,7%,8%
CC1=Nn2c(nnc2-c2ccccn2)SC1,0.2%,8%,10%,-1%,-2%,-0.28,-0.21,0.14,-0.66,0.5%,2%,2%
CCCC1CCC(c2ccc(OCC)cc2)=CC1=O (centres undefined),-0.1%,2%,-45%,-38%[20 µM],-37%,x,x,x,x,-2.3%,x,x
O=C(Cc1ccccc1)NC1CCN(C(=O)NCc2ccccc2)CC1,0.0%,6%,13%,9%,-10%,0.038,-0.2,0.22,0.43,-1.7%,u,-5%
Cc1cc(C)cc(NC(=O)c2ccccc2CC[N+](=O)[O-])c1,-0.2%,8%,-8%,24%,2%,-0.21,-0.19,-0.28,-0.55,-1.5%,12%,-5%
Fc1ccccc1COc1ccc(Br)cc1CNCC1CCCO1 (centres undefined),-0.1%,-8%,6%,-51%[20 µM],-17%,-0.67,-0.32,0.4,-0.079,2.3%,0%,-4%
CS(=O)(=O)N(CC(=O)N1CCCC1)c1cccc(Cl)c1,0.0%,-1%,9%,-13%,-7%,-1.2,-0.18,-0.5,0.26,-4.5%,0%,-1%
COc1ccc(Cl)cc1NS(=O)(=O)c1cc(Br)cnc1N,-0.1%,7%,8%,-53%,14%,x,x,x,x,0.7%,x,x
O=C(c1cnc(Cl)c(Cl)c1)N1CCN(S(=O)(=O)c2ccc(F)cc2)CC1,-0.1%,7%,-2%,-26%,-27%,x,x,x,x,5.4%,x,x
# (further entries)
SMILES,GPR55 activation,AID2073,HEK293 NOD2/NF-kB,KOR beta-arrestin-1,NOD1 NF-kB reporter,Dynein cargo inh,Dynein cargo inh cytoplasmic EGFP,Dynein cargo inh nuclear GR-EGFP,Dynein cargo inh cell count,KOR beta-arrestin-2,P. falciparum M1AAP,M17LAP inhibition
Cc1ccccc1NS(=O)(=O)c1cc2c(cc1C)NC(=O)CO2,0.0%,7%,1%,-4%[20 µM],-9%,x,x,x,x,0.0%,x,x
CC(=O)c1ccc2c(c1)Nc1ccccc1S2,-0.1%,-13%,0%,-27%,-23%,-1.2,-0.23,-0.31,0.71,0.0%,13%,-4%
Cc1cc(C)nc(SC/C=C/c2ccccc2)n1,-0.1%,-28%,-1%,-23%[20 µM],-21%,x,x,x,x,2.2%,x,x
Cc1cc(C)nc(SCCC(=O)Nc2ccccc2)n1,-0.3%,-18%,8%,-13%,-14%,-0.079,-0.17,0.3,-0.16,-4.1%,-3%,-9%
CCOC(=O)C1=C(c2ccc(OC)cc2)OC(N)=C(C#N)C1c1cccnc1 (centres undefined),0.2%,8%,-2%,-13%,-8%,-1.6,-0.076,-0.7,-0.82,-0.8%,6%,15%
O=C(c1noc2c1CCCC2)N1CCc2c([nH]c3ccccc23)C1c1ccccn1 (centres undefined),0.4%,u,4%,-14%,-62%,1.1,-0.25,0.74,-0.88,-1.5%,7%,-3%
Cc1ccc(-n2c(Cc3cccs3)nnc2SCC(N)=O)cc1,0.2%,-3%,3%,0%,2%,-0.02,-0.22,-0.13,0.37,-4.2%,4%,6%
Cc1ccc2[nH]cc(S(=O)(=O)c3ccc(F)cc3)c(=O)c2c1,0.0%,-1%,33%,-3%,0%,x,x,x,x,-4.6%,x,x
CCc1cccc(CC)c1NC(=O)COC(=O)c1cccc(-c2ccc(OC(C)=O)cc2)c1,0.6%,14%,8%,-1%,-11%,0.26,-0.25,0.21,0.53,-2.7%,0%,5%
NC(=O)c1c(N)sc(=S)n1CC1CCCO1 (centres undefined),0.6%,-6%,9%,15%,8%,-0.68,0.23,-0.11,0.56,-0.9%,3%,24%
CC(=O)c1ccc(NC(=O)CSc2nnc(NC(=O)C3CC3)s2)cc1,0.3%,8%,2%,26%,-10%,x,x,x,x,4.4%,x,x
Cn1c(=O)c2c(ncn2CC(=O)Nc2ccc(N3CCOCC3)cc2)n(C)c1=O,-0.2%,5%,9%,x,3%,-0.4,-0.13,-0.064,0.67,x,1%,-1%
O=c1cc[nH]c2c(C(F)(F)F)cccc12,0.0%,1%,16%,-49%,13%,0.36,0.24,0.19,0.64,-6.8%,1%,2%
CCCCCn1c(S(=O)(=O)O)nc2ccccc21,-0.2%,-6%,14%,2%,-5%,-0.57,-0.0058,-0.054,-0.041,-2.5%,3%,-99%
CCN(CC)S(=O)(=O)c1ccc(/C=C/C(=O)N(c2ccccn2)C2CCCCC2)cc1,-0.2%,-7%,8%,-7%,-13%,-0.72,0.03,0.2,0.25,-3.6%,-3%,2%
O=C1c2cccc([N+](=O)[O-])c2C(=O)N1C1CCCCC1,-0.2%,0%,-1%,-4%,-21%,x,x,x,x,-2.9%,x,x
COc1ccccc1NC(=O)c1ccc(NS(=O)(=O)c2ccc(F)c(Cl)c2)cc1,-0.3%,7%,3%,-10%,-8%,-0.42,-0.21,-0.31,1.3,5.2%,1%,-2%
Cc1ccc(-c2cc3nc(-c4ccccc4)cc(N4CCOCC4)n3n2)cc1,0.3%,31%,-2%,21%,-27%,-0.54,-0.22,-0.42,1.1,-6.0%,12%,-15%
O=C(CCN1CCc2ccccc21)c1ccc2c(c1)OCCO2,-0.2%,5%,-88%,13%,-36%,0.35,-0.067,0.32,0.68,0.8%,3%,2%
CCOC(=O)c1c(N)sc(C(=O)N(C)C)c1CN1CCOCC1,0.0%,16%,3%,-31%,26%,-0.33,-0.21,0.23,0.27,5.0%,11%,6%

# Some of these compounds in order of number of heavy atoms, low to high:
SMILES,GPR55 activation,AID2073,HEK293 NOD2/NF-kB,KOR beta-arrestin-1,NOD1 NF-kB reporter,Dynein cargo inh,Dynein cargo inh cytoplasmic EGFP,Dynein cargo inh nuclear GR-EGFP,Dynein cargo inh cell count,KOR beta-arrestin-2,P. falciparum M1AAP,M17LAP inhibition
CC(=O)c1ccc2c(c1)Nc1ccccc1S2,-0.1%,-13%,0%,-27%,-23%,-1.2,-0.23,-0.31,0.71,0.0%,13%,-4%
Cc1ccc(-c2cc3nc(-c4ccccc4)cc(N4CCOCC4)n3n2)cc1,0.3%,31%,-2%,21%,-27%,-0.54,-0.22,-0.42,1.1,-6.0%,12%,-15%
CCc1cccc(CC)c1NC(=O)COC(=O)c1cccc(-c2ccc(OC(C)=O)cc2)c1,0.6%,14%,8%,-1%,-11%,0.26,-0.25,0.21,0.53,-2.7%,0%,5%
